Source: PubChem BioAssay (several laboratories)
m5-HT2A agonist – agonists of mouse serotonin 5-HT2A receptor (HTR2A). activation, % at 7.6 µM. P35363. AID 624169. CHO-K1 mHTR2A beta-arrestin complementation, luminescence; percent of 30 µM serotonin response. 0.66% of 360,000 active;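 active = activation above a run cutoff, the mean activation of all tested compounds plus 3 SD, cut at about 14% in these data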;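 note: 0% = plate median of compound wells and 100% = 30 µM serotonin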
Target sequence (P35363 whole entry, looked up): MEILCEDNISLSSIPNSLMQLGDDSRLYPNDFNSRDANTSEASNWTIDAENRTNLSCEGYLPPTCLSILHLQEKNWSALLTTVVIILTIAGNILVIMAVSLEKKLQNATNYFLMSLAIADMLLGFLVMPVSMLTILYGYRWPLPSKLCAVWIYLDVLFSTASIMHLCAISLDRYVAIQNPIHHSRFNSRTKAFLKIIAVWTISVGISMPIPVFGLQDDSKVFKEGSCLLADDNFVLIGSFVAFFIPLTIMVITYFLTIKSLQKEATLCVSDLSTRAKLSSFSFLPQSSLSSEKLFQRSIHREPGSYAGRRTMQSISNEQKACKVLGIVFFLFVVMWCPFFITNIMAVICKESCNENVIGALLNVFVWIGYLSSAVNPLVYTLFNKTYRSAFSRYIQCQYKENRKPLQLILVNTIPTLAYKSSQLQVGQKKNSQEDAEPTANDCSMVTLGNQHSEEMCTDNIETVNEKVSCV
iPSC survival up – hiPSC single-cell survival enhancement; ATPlite luminescence; 100% = ROCK inhibitor wells, 0% = DMSO; survival enhancement, % at 20 µM; 0.044% of 360,000 active; in the data active = survival enhancement above about 18%;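 note: cells exposed to compounds for 16 hours before the ATP read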
Cardio protect – protects H9c2 cardiomyocytes from peroxide injury. H2O2 injury protection, ATPLite, 2 h. protection from H2O2 cell death, % at 20 µM. 0.63% of 360,000 active;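 active = compounds giving at least 50% protection of heart cells from peroxide-induced death in the single-dose screen, raw or plate-pattern-corrected value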;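 note: 0% = DMSO wells with peroxide and 100% = DMSO wells without peroxide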
ABCB6 inh MLPCN – inhibitors of human ABC transporter ABCB6. K562-ABCB6 porphyrin accumulation, flow cytometry, 1 h; active compounds read low. fluorescence ratio to DMSO, % at 10 µM. 0.19% of 360,000 active. AID 602162;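 active = fluorescence ratio to DMSO below 75%, the collection mean minus 3 SD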;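 note: signal is porphyrin accumulated inside mitochondria; 100% equals median channel fluorescence of DMSO control wells; lower ratio means ABCB6 inhibition with less porphyrin fluorescence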
Granule exo inh – blocks lytic granule exocytosis; inhibition, % at 10 µM; TALL-104 LAMP-1 surface exposure, flow cytometry; cells stimulated with thapsigargin and PMA; 0.66% of 360,000 active;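 active = inhibition above about 55%, limit read from the data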
ABHD5 PLIN5 PPI – inhibitors of human ABHD5-perilipin-5 interaction; Split G. princeps luciferase complementation, luminescence, 4 h; 0.78% of 360,000 active; inhibition, % at 4 µM; Q00G26+Q8WTS1;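 active = inhibition above the mean inhibition across every tested compound plus 3 SD, cut at about 22% in these data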;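 note: 0% = DMSO only wells and the 100% control is not disclosed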
MC4R ag barr – human MC4R agonism via beta-arrestin | P32245 | U2OS MC4R beta-arrestin complementation, luminescence; percent of melanotan II response, DMSO zero | activation, % at 8.9 µM | 0.98% of 360,000 active;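 active = activation above a per-plate cutoff, the mean activation of sample wells on that plate plus 3 SD, cut at about 8% in these data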
Target sequence (P32245 whole entry, looked up): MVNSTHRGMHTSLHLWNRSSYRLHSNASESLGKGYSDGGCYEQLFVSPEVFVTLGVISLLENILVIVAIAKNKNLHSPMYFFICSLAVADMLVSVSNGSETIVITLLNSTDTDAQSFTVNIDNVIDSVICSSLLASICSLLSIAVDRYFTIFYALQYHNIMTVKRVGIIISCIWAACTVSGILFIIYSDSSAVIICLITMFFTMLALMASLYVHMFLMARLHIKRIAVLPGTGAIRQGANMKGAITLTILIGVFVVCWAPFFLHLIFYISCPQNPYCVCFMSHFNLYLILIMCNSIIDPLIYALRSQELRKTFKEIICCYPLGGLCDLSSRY
aDG glyco act – alpha-DG glycosylation activation. Pro5-aDG cells, alpha-DG glycosylation AlphaScreen (IIH6); 0% Pro5, 100% B10-LARGE cell signal. activation, % at 10 µM. 0.22% of 360,000 active. AID 624168;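 active = activation of at least 8% versus controls, or a plate z-score of at least 8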;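 note: Pro5 are CHO cells carrying HIG-tagged alpha-DG that lacks glycosylation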
N-glyco inh – N-linked glycosylation inhibition; D54 ERlucT glycosylation luciferase reporter, 24 h; percent of 100 nM tunicamycin response; 0.23% of 360,000 active; reporter increase, % at 12.5 µM;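 active = mean luciferase reporter signal, scaled so untreated is 0 and the glycosylation-blocking control 100, at or above a set limit in every replicate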;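 note: luciferase carries N-glycosylation sites so blocking glycosylation raises the light; 0% = median of neutral control wells and 100% = median of 100 nM tunicamycin wells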
MC4R antagonist – antagonists of human melanocortin 4 receptor (MC4R). 0.48% of 360,000 active. inhibition, % at 6.5 µM. AID 540295. P32245. MC4R-expressing cells, MTII-stimulated cAMP, LANCE TR-FRET;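 active = inhibition above its plate's cutoff, the mean of tested wells on that plate plus 3 SD, cut at about 29% in these data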;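 note: 0% = Melanotan II alone and 100% = Melanotan II plus saturating MCL0020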
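Test system: U2OS cells stably expressing human melanocortin 4 receptor (MC4R); also added: Melanotan II challenge; compound: 6.5 µM single dose; timing: 30-min compound preincubation, 1-h Melanotan II challenge, 1-h detection, room temperature; signal: Eu-cAMP/anti-cAMP TR-FRET, emission 671 nm; repeats: one well per compound, no replicates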
The depositor's hits bear a star; · = not tested or not shown.

structure	m5-HT2A agonist	iPSC survival up	Cardio protect	ABCB6 inh MLPCN	Granule exo inh	ABHD5 PLIN5 PPI	MC4R ag barr	aDG glyco act	N-glyco inh	MC4R antagonist
CCn1cc(CN2CCC(n3nccc3NC(=O)c3cccc(F)c3)CC2)c(C)n1	5	-0.1	0	100	0	6	-0.5	-0.2	1	2
COc1c(C)cc(Br)cc1C(=O)Nc1ccc(C)cc1[N+](=O)[O-]	-1	2.3	-4	109	-1	-6	-0.3	0.0	0	6
CCOC(=O)C1CCN(C(=O)c2ccccc2NS(=O)(=O)c2cc(C)ccc2C)CC1	0	1.5	3	99	-3	-6	2.1	0.2	1	22
COc1ccc(CN2C(=O)c3cccnc3C2=O)cc1S(=O)(=O)NC1CCCCC1	-4	0.0	2	100	4	-4	-4.4	-0.3	0	13
CNC(=O)COC(=O)CCC(=O)c1ccc(Cl)cc1	1	0.3	-8	97	0	2	0.0	-0.1	0	5
Cc1ccc(Cn2nnc3c(=O)[nH]c(C4CCCN(S(=O)(=O)c5ccccc5)C4)nc32)cc1 (stereo not drawn)	-6	0.0	21	103	-3	-7	-2.0	0.0	-3	-6
Cc1ccc(N(Cc2ccccc2)C(=O)c2cccc(S(=O)(=O)N3CCOCC3)c2)cc1	7	-0.2	4	99	0	9	0.3	-0.1	-3	13
CCN1C(=O)CSc2ccc(C(=O)NCCCN3CCOCC3)cc21	-2	0.6	6	98	0	-2	0.1	0.0	0	16
Cc1oc(-c2ccccc2Cl)nc1CSc1nc2c(c(=O)[nH]1)CCC2	3	0.3	10	100	3	-5	1.7	0.1	2	4
N#CCCN(C(=O)c1ccc2c(=O)n3c(nc2c1)CCCCC3)c1ccccc1	3	0.3	2	94	1	2	0.5	-0.1	1	0
CC(=O)Nc1ccc(N2C(=O)c3ccc(C(=O)Nc4nnc(SCc5ccc(F)cc5)s4)cc3C2=O)cc1	-3	-3.0	-4	101	0	0	-0.5	0.0	0	8
CSc1nnc(NC(=O)c2nc(S(=O)(=O)Cc3ccc(C)cc3)ncc2Cl)s1	-1	-0.6	-16	99	23	32*	-1.2	0.4	4	45*
CCC(Oc1ccccc1OC)C(=O)Nc1ccc2c(c1)n(C)c(=O)n2C (stereo not drawn)	4	-0.6	1	104	-2	7	-0.4	0.1	8	1
C[C@@H]1C(c2ccc(F)cc2)=NN(c2ccccc2)[C@H]1C(=O)N1CCOC1=O	2	1.0	-5	100	8	6	0.5	0.1	0	11
Cc1ccc(NC(=O)N/C=C/c2ccc(Cl)cc2)cc1	-2	-3.6	5	93	3	-1	0.5	-0.1	0	-7
OCC1(CCc2ccccc2)CCN(Cc2c(F)ccc(F)c2F)CC1	-1	-2.0	1	105	-3	4	-2.6	-0.2	-3	7
CC(OC(=O)/C=C/c1ccccc1)C(=O)N1CCc2ccccc21 (stereo not drawn)	-2	0.0	-8	104	2	-1	2.4	0.2	-2	0
Cc1ccc(C(=O)Nc2ccc(C(=O)O)cc2NC(=O)c2ccc(C)cc2)cc1	4	0.4	2	96	1	0	-1.3	-0.1	0	23
CC1SC(c2ccc(F)cc2)NC1=O (stereo not drawn)	4	1.9	-3	98	0	-5	1.9	-0.1	1	3
O=C(NCCCN1CCCC1=O)c1ccc2c(c1)NC(=O)C(N1CCOCC1)S2 (stereo not drawn)	-6	4.3	8	107	-2	-3	-0.2	-0.4	3	4
COc1ccc(S(=O)(=O)N/N=c2\oc3c(OC)cccc3cc2S(=O)(=O)c2ccc(C)cc2)cc1OC	3	-1.0	-7	98	0	5	-2.5	-0.4	-2	1
Cc1cc(CNC(=O)CC2C(=O)NCCN2Cc2ccccc2C(F)(F)F)nn1C (stereo not drawn)	7	0.7	1	90	-4	1	2.4	-0.1	3	-5
Cc1cccc(NC(=S)N2CCN(Cc3ccccc3)CC2)c1C	-1	-1.8	8	97	-2	-1	-1.4	0.0	3	-1
CCCCN(CC)CCNC(=O)CCC(=O)Nc1ccc2nc(N3CCN(C)CC3)cc(C)c2c1	-7	-0.5	-2	94	-5	-8	-1.4	-0.1	2	-9

Part of the list above, as labelled records:
SMILES: Cc1cccc(NC(=S)N2CCN(Cc3ccccc3)CC2)c1C
- m5-HT2A agonist: -1
- iPSC survival up: -1.8
- Cardio protect: 8
- ABCB6 inh MLPCN: 97
- Granule exo inh: -2
- ABHD5 PLIN5 PPI: -1
- MC4R ag barr: -1.4
- aDG glyco act: 0.0
- N-glyco inh: 3
- MC4R antagonist: -1

SMILES: C[C@@H]1C(c2ccc(F)cc2)=NN(c2ccccc2)[C@H]1C(=O)N1CCOC1=O
- m5-HT2A agonist: 2
- iPSC survival up: 1.0
- Cardio protect: -5
- ABCB6 inh MLPCN: 100
- Granule exo inh: 8
- ABHD5 PLIN5 PPI: 6
- MC4R ag barr: 0.5
- aDG glyco act: 0.1
- N-glyco inh: 0
- MC4R antagonist: 11

Other records follow:
structure	m5-HT2A agonist	iPSC survival up	Cardio protect	ABCB6 inh MLPCN	Granule exo inh	ABHD5 PLIN5 PPI	MC4R ag barr	aDG glyco act	N-glyco inh	MC4R antagonist
COCCCNC(=O)c1ccc(CSCc2ccc(C)cc2)o1	-4	0.1	1	96	-1	-2	-0.7	0.1	-1	15
CC(C)OP(=O)(OC(C)C)C(O)c1ccc2c(c1)OCO2 (stereo not drawn)	0	1.0	16	101	2	2	-1.4	-0.2	3	0
CCc1ccc(NC(=O)CSc2nc3ccccc3c(=O)n2CCCN2CCC(C)CC2)cc1	48*	0.0	-23	105	87*	10	6.2	5.8	-11	7
O=C1N(c2ccc(Cl)cc2)C(c2ccc(Cl)cc2)N2CCCN12 (stereo not drawn)	3	4.9	0	96	4	6	0.2	-0.1	0	25
O=S(=O)(c1ccc(Cl)cc1)N1CCN(C(=S)Nc2ccc(F)c(Cl)c2)CC1	-4	-0.9	-3	97	5	6	1.6	0.1	-5	-6
CC1(CCc2ccccc2)NC(=S)N(c2ccc(Cl)cc2)N1 (stereo not drawn)	2	-2.0	12	106	0	6	2.2	0.3	2	-7
CCOc1ccc(CN2CCNC(=O)C2CC(=O)NCc2csc(C(C)C)n2)cc1 (stereo not drawn)	5	1.1	-5	95	2	10	2.5	0.4	2	0
CCOc1ccc(C(Nc2ccc(C)cc2)P2(=O)OCCC(C)O2)cc1 (stereo not drawn)	11	-2.9	1	92	-2	0	-1.2	-0.2	2	4
Cc1c(Cl)ccc2c1NC(=O)[C@]21N[C@@H](CCC(N)=O)[C@H]2C(=O)N(c3ccc(F)cc3)C(=O)[C@H]21	12	-0.6	0	122	-1	1	-0.1	0.0	4	10
CC1=C(C(=O)OCc2ccccc2)C(/C=C/c2ccccc2)NC(=S)N1 (stereo not drawn)	-3	-1.5	-13	92	21	-18	1.6	0.4	1	12
Cc1cc(NC(=O)c2ccc(Cl)cc2Cl)n(-c2ccccc2)n1	-1	-2.8	-1	94	-2	3	-2.2	0.2	1	3
COc1ccccc1-c1nnc(NC(=O)Cc2ccccc2)o1	-4	-0.6	12	100	-3	5	-2.2	-0.2	2	9

14 compounds out of the list, arranged by molar mass, largest number first:
structure	m5-HT2A agonist	iPSC survival up	Cardio protect	ABCB6 inh MLPCN	Granule exo inh	ABHD5 PLIN5 PPI	MC4R ag barr	aDG glyco act	N-glyco inh	MC4R antagonist
COc1ccc(S(=O)(=O)N/N=c2\oc3c(OC)cccc3cc2S(=O)(=O)c2ccc(C)cc2)cc1OC	3	-1.0	-7	98	0	5	-2.5	-0.4	-2	1
CCCCN(CC)CCNC(=O)CCC(=O)Nc1ccc2nc(N3CCN(C)CC3)cc(C)c2c1	-7	-0.5	-2	94	-5	-8	-1.4	-0.1	2	-9
CCc1ccc(NC(=O)CSc2nc3ccccc3c(=O)n2CCCN2CCC(C)CC2)cc1	48*	0.0	-23	105	87*	10	6.2	5.8	-11	7
Cc1c(Cl)ccc2c1NC(=O)[C@]21N[C@@H](CCC(N)=O)[C@H]2C(=O)N(c3ccc(F)cc3)C(=O)[C@H]21	12	-0.6	0	122	-1	1	-0.1	0.0	4	10
O=S(=O)(c1ccc(Cl)cc1)N1CCN(C(=S)Nc2ccc(F)c(Cl)c2)CC1	-4	-0.9	-3	97	5	6	1.6	0.1	-5	-6
Cc1cc(CNC(=O)CC2C(=O)NCCN2Cc2ccccc2C(F)(F)F)nn1C (stereo not drawn)	7	0.7	1	90	-4	1	2.4	-0.1	3	-5
CC1=C(C(=O)OCc2ccccc2)C(/C=C/c2ccccc2)NC(=S)N1 (stereo not drawn)	-3	-1.5	-13	92	21	-18	1.6	0.4	1	12
O=C1N(c2ccc(Cl)cc2)C(c2ccc(Cl)cc2)N2CCCN12 (stereo not drawn)	3	4.9	0	96	4	6	0.2	-0.1	0	25
Cc1cc(NC(=O)c2ccc(Cl)cc2Cl)n(-c2ccccc2)n1	-1	-2.8	-1	94	-2	3	-2.2	0.2	1	3
Cc1cccc(NC(=S)N2CCN(Cc3ccccc3)CC2)c1C	-1	-1.8	8	97	-2	-1	-1.4	0.0	3	-1
COCCCNC(=O)c1ccc(CSCc2ccc(C)cc2)o1	-4	0.1	1	96	-1	-2	-0.7	0.1	-1	15
CC1(CCc2ccccc2)NC(=S)N(c2ccc(Cl)cc2)N1 (stereo not drawn)	2	-2.0	12	106	0	6	2.2	0.3	2	-7
CC(C)OP(=O)(OC(C)C)C(O)c1ccc2c(c1)OCO2 (stereo not drawn)	0	1.0	16	101	2	2	-1.4	-0.2	3	0
COc1ccccc1-c1nnc(NC(=O)Cc2ccccc2)o1	-4	-0.6	12	100	-3	5	-2.2	-0.2	2	9

The list goes on:
structure	m5-HT2A agonist	iPSC survival up	Cardio protect	ABCB6 inh MLPCN	Granule exo inh	ABHD5 PLIN5 PPI	MC4R ag barr	aDG glyco act	N-glyco inh	MC4R antagonist
O=C(Cc1ccccc1)NCCCc1ccccc1	3	-3.2	12	103	0	1	0.9	-0.1	0	10
O=C(CCNC(=O)c1ccccc1Cl)NN1C(=O)NC2(CCCCC2)C1=O	-3	-0.3	-1	95	0	-6	-0.2	0.0	1	-1
CCN(CC)CCCNC(=O)c1cc2c(-c3ccc(Cl)cc3)nn(C)c2s1	-1	-0.9	-1	99	20	5	0.8	0.1	3	-6
Cc1cccc(N(CC(=O)N2CCCCCC2)S(C)(=O)=O)c1C	0	-0.2	6	102	0	3	0.3	0.2	0	-8
COc1cc(C(=O)Nc2ccc3c(c2)OCCO3)ccc1-n1cnnn1	-1	0.2	7	101	-4	3	-1.9	-0.4	-2	6
O=C1NC[C@H](CCCCN2C[C@H](Cc3ccccc3)N(CCC3CCCCC3)C(=O)C2=O)N(CCc2ccccc2)C1=O	-1	-0.4	·	97	-10	5	·	-0.2	·	·
Cc1ccc(-c2nnc(-c3cccc(Br)c3)o2)cc1	-2	-0.6	-14	83	1	-2	-1.0	0.2	3	0
COCCCN(C(=O)CCSc1ccc(F)cc1)c1c(N)n(Cc2ccccc2)c(=O)[nH]c1=O	-2	1.0	-2	98	3	8	-0.6	2.7	1	1

Outcome played no part in choosing rows (roughly 4.5% active in at least one column).
